# MsrA inh – inhibitors of bovine MsrA; 0.75% of 360,000 active; AID 651718; purified bovine MsrA, absorbance read-out; inhibition, % at 15.5 µM; in the data active means inhibition above about 4.5%;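 further: 0% = vehicle wells with enzyme and 100% = reference inhibitor wells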
# E coli Lon inh – E. coli protease La inhibition; P0A9M0; purified E. coli Lon protease, fluorescence polarization; inhibition, % at 7.94 µM; 0.42% of 360,000 active; in the data active means inhibition above about 13%, passing the limit was not always enough;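 further: 0% = enzyme with probe and DMSO and 100% = no enzyme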
# Target sequence (P0A9M0 whole entry, looked up): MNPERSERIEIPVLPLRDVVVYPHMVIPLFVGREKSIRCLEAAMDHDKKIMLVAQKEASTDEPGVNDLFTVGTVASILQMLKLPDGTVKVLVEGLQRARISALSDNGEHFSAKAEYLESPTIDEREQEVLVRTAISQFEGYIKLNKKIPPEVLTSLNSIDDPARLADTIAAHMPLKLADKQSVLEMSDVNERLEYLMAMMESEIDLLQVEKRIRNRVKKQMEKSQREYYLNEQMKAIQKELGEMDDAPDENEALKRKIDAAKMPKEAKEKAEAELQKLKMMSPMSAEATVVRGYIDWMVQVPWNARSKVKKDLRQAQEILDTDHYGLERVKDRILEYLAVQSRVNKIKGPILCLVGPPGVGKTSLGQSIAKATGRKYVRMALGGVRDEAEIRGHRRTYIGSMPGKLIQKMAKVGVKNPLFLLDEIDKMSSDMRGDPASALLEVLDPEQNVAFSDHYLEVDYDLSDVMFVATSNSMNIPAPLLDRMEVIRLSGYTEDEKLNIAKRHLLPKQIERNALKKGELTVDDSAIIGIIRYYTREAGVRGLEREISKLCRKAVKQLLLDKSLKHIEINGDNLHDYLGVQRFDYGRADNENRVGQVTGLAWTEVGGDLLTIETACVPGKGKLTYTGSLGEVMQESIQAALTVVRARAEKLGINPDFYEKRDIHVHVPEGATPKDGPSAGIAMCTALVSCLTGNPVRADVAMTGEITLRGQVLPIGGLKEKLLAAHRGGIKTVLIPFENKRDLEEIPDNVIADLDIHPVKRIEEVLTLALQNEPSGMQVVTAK
# MLLE-PAM2 inh – inhibitors of microRNA-mediated deadenylation, human PABP1 MLLE binding; GST-MLLE / FITC-PAM2 fluorescence polarization; inhibition, % at 20 µM; 0.36% of 360,000 active; AID 588489; in the data active means inhibition above about 35%, passing the limit was not always enough;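 further: plate controls were DMSO wells with GST-MLLE for no effect and wells lacking GST-MLLE protein for full effect; some results filed as inactive read as strong as hits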
# Tb MetRS inh – Trypanosoma brucei MetRS inhibition; purified T. brucei MetRS, ATP depletion, Kinase-Glo luminescence; inhibition, % at 11.9 µM; 0.4% of 360,000 active; AID 624268;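 active means inhibition above a per-plate cutoff of the control wells' mean inhibition plus 3 SD, cut at about 5.5% in these data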;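 further: 0% = DMSO wells median and 100% = median of wells with control inhibitor compound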
#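 Material – parasite MetRS enzyme · Medium – HEPES-MgCl2-KCl buffer plus DTT, spermine, BSA, pyrophosphatase · Reagent – ATP, methionine and E. coli bulk tRNA substrates · Times – 15 min enzyme-compound preincubation, 2 h reaction, 10 min detection, 25 °C · Measured by – luminescence of leftover ATP · Evaluation – percent inhibition relative to median high and low control wells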
# Rin1 Abl inh – human Rin1-Abl interaction inhibition; AID 588664; inhibition, % at 7.35 µM; P00519+Q13671; 0.4% of 360,000 active; TR-FRET Rin1/Abl binding, biochemical; in the data active means inhibition above about 5%, passing the limit was not always enough
# Neddyl block – cullin neddylation inhibition | calls only at 25 µM | 0.58% of 360,000 active | AID 651699 | TR-FRET cullin neddylation, biochemical; in the data active means inhibition above about 36%
# FAS TE block – blocks the thioesterase domain of human fatty acid synthase. P49327. recombinant FAS-TE, OMFH fluorogenic substrate, fluorescence endpoint. inhibition, % at 15 µM. 0.67% of 360,000 active;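 active means compounds whose normalised, plate-corrected inhibition of enzyme fluorescence in the single-dose primary screen is 50% or more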;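 further: 0% = DMSO with enzyme and 100% = substrate without enzyme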
# bovine MsrA act – activates bovine MsrA enzyme | activation, % at 10.6 µM | 0.3% of 360,000 active | purified bovine MsrA, absorbance read-out | AID 602163; in the data active means activation above about 7.5%;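 further: 0% = vehicle and 100% = reference activator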
# CSN inh – CSN deneddylation inhibition; Q92905; Purified CSN, SCF-Nedd8-OG deneddylation, fluorescence polarization; inhibition, % at 12.5 µM; 0.38% of 360,000 active; AID 651999;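 active means pattern-corrected inhibition above about 35%, with an unprinted fluorescence ratio check between 0.5 and 1.5, limit read from the data, passing the limit was not always enough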;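 further: 0% = enzyme with substrate and 100% = substrate without enzyme; some results filed as inactive read as strong as hits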
#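 Assay system: HEK293T-derived human Csn5 enzyme; quantity: 0.24 nM enzyme; medium: Tris/NaCl/DTT buffer, pH 7.5; also added: substrate SCFSkp2-Nedd8OG, 10 nM; doses: 12.5 µM compound; schedule: 90 min reaction at room temperature; signal: FP; read-out: % inhibition of substrate cleavage by Csn5; benchmarks: substrate-only high control, full reaction low control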
# * hit, by the source's call; i = inactive; . = not tested or not shown.
structure	MsrA inh	E coli Lon inh	MLLE-PAM2 inh	Tb MetRS inh	Rin1 Abl inh	Neddyl block	FAS TE block	bovine MsrA act	CSN inh
CCC(C)(C)n1nnnc1C(c1cccs1)N1CCN(Cc2ccccc2)CC1 (stereo not drawn)	0.8	-3	-6	-0.9	1	i	2	-3	1
Cc1ccc([N+](=O)[O-])cc1N=C1C(=O)Nc2ccccc21	-0.5	1	14	-0.2	-8	i	1	-2	-1
COC(=O)c1ccc(CNC(=O)CN(CCC(C)C)S(=O)(=O)c2ccc3c(c2)OCCO3)cc1	-0.1	-1	-7	-0.2	-1	i	15	-4	1
Cn1c(=O)c2[nH]c(CN3CCCCC3)nc2n(C)c1=O	-1.6	-8	14	-0.1	1	i	-8	2	-6
CCN(CC)S(=O)(=O)c1ccc2oc(C(=O)NC3CCCc4ccccc43)c(C)c2c1 (stereo not drawn)	0.2	-15	4	-0.2	0	i	25	-1	-1
Cc1cc(C)cc(OCC(=O)OC(C)C(=O)Nc2c(C)n(C)n(-c3ccccc3)c2=O)c1 (stereo not drawn)	0.4	1	-6	-0.2	1	i	-9	-3	-1
C=CCNC1=C(Cl)C(=O)N(Cc2ccccc2)C1=O	1.5	0	7	0.2	-2	i	3	-4	0
Cc1oc(C(=O)O)cc1COc1cccc2cccnc12	-0.2	-4	2	-0.8	3	i	-6	-3	-3
Cc1cccc(Nc2nnc(-c3ccc(C(=O)N4C[C@H]5C[C@H](C4)c4cccc(=O)n4C5)cc3)c3ccccc23)c1	1.8	-2	-2	0.1	-2	i	0	-6	1
Cc1ccc(NC(=O)CSCC(=O)N2c3ccccc3CCc3ccccc32)cc1	1.4	5	4	-0.1	2	i	25	-2	3
Cc1cc(C)nc(SCCS(=O)(=O)Cc2ccc(Cl)cc2)n1	-0.4	-11	15	-0.4	2	i	2	0	-1
CC(C)C(=O)N1CCC2(CC1)Oc1ccc(Cl)cc1C(=O)C21CC(c2cccnc2)=NO1 (stereo not drawn)	1.9	1	9	-0.4	1	i	-3	-7	1
COc1cc(CNCC(O)c2ccccc2)ccc1OCc1ccc(Cl)nc1 (stereo not drawn)	0.0	5	-7	1.0	3	i	-6	0	2
COc1ccccc1N1CCN(CCCN2C(=O)C3CCCCN3C2=O)CC1 (stereo not drawn)	0.5	-3	12	-0.1	-4	i	-8	0	-4
CCn1ncc(Br)c1C(=O)Nc1ccn(C23CC4CC(CC(C4)C2)C3)n1	-0.8	-2	5	0.1	-4	i	17	-2	-15
CCCCC[C@@H](C)N1C[C@@H](COCc2ccccc2)Oc2cc(N3CCC[C@H]3C(N)=O)ccc2S1(=O)=O	0.1	3	.	-0.4	.	i	18	1	0
CN(Cc1ccccc1F)C(=O)CCNC(=O)c1ccc(C(C)(C)C)cc1	-0.7	-6	5	0.1	-1	i	-5	0	-1
CSc1ccccc1NC(=O)Nc1ccccc1Cl	0.0	7	14	0.1	1	i	1	-2	6
COc1ccc2[nH]cc(CCNC(=O)Cc3ccc(F)cc3)c2c1	-0.7	10	-2	-0.1	-2	i	-1	-5	-2
CC1CC(C)CN(C(=O)CCCNC(=O)c2ccc(Cl)cc2)C1 (stereo not drawn)	1.0	5	-4	0.0	-3	i	-1	-7	2
Nc1ccccc1Nc1cc(-c2ccccc2)nn1-c1ccccc1	0.4	-5	12	0.9	2	i	24	2	3
Cc1c(O)c(=O)c2ccccc2n1C	2.7	-6	-7	-0.2	-3	.	-12	-4	-3
COc1ccc([N+](=O)[O-])cc1NC(=O)c1csc(C)c1	1.7	5	-5	-0.3	-3	i	10	-4	1
Cc1[nH]c2ccccc2c1C(c1ccncc1)N1CCN(c2ccc(F)cc2)CC1 (stereo not drawn)	-1.4	-7	-6	-0.3	-2	i	13	-1	-3
CNC(=S)SCCOc1ccccc1C	0.2	-6	23	0.1	2	i	4	-1	3
Cc1nnc(SCC(=O)N(Cc2ccccc2)C(C)C)n1-c1ccccc1	-0.6	3	-5	-0.4	-1	i	-8	-2	0
Cc1cc(=O)oc2cc(NC(=S)NCc3ccccn3)ccc12	3.2	4	18	-0.2	-3	i	3	-4	1
Cn1c(=O)[nH]c2c(cnn2C)c1=O	0.6	-8	0	-0.1	-2	i	-6	-1	-2
CCC(C)NS(=O)(=O)c1ccc(OCC(=O)N2CCCC2)cc1 (stereo not drawn)	-1.4	-2	-5	-0.3	-1	i	-11	-3	0
C/C(O)=C\c1nc2ccccc2oc1=O	0.7	11	5	0.2	-3	i	-14	-7	1
Cc1ccc2nc(NC(=O)CSc3nc4c(c(=O)n3C)SC(C)C4)sc2c1 (stereo not drawn)	.	-8	16	-1.2	-2	i	16	-7	1
Cc1nn(-c2nc3ccccc3s2)c(N)c1-c1ccccc1	-0.5	-2	-2	-0.6	2	i	24	-2	5
CCCC(=O)Nc1ccc(N2CCN(S(C)(=O)=O)CC2)cc1	-0.2	1	-5	0.3	-3	i	-9	-1	5
Cc1nc2c([N+](=O)[O-])c(C)c(C)cc2[nH]1	1.4	-4	0	1.2	1	i	-3	-1	3
Cn1nnc2cc(C(=O)Nc3ccc(Cl)cc3)ccc21	-0.8	-6	1	-0.4	7	i	-2	-2	0
CCN1CCN(CCOc2ccccc2-c2ccccc2)CC1	-0.8	6	18	-1.2	3	i	-10	-10	13
CCCCC(O)(c1ccc(OC)cc1)C(CN1CCOCC1)c1ccccc1 (stereo not drawn)	1.9	-2	5	0.6	-1	i	13	0	-5
Cn1c(=O)c2c(ncn2CC(COCc2ccccc2)OCc2ccccc2)n(C)c1=O (stereo not drawn)	1.2	12	-9	-0.1	-3	i	-4	-6	-2
CC(=O)c1cccc(NC(=O)/C(=C\c2cccnc2)NC(=O)c2ccco2)c1	0.9	-10	10	-1.0	-1	i	-12	-3	2
COc1ccc(OC)c(NC(=O)Cn2c(-c3ccc(Cl)cc3)noc2=O)c1	0.3	-10	-7	-0.3	-2	i	1	0	2
CCN(Cc1ccc(OC)c(COC)c1)CC1CCCN(CCc2cccc(OC)c2)C1 (stereo not drawn)	0.6	-6	-3	-1.0	-2	i	1	-1	0
O=C(CNCC1CCCO1)N1CCN(S(=O)(=O)c2ccc3ccccc3c2)CC1 (stereo not drawn)	1.3	3	-4	0.2	-3	i	-7	-4	-6
O=C(O)c1ccc(-c2ccccc2Cl)o1	0.1	-5	4	0.7	-2	i	-6	-1	-1
FC(F)(F)c1ccccc1Cc1c(-c2ccc(Cl)cc2)nc2c3ccccc3ccn12	-0.5	-6	.	-0.1	.	i	26	-3	6
O=S(=O)(c1ccc(F)cc1)N1CCC(N2CCCC2)CC1	.	1	-4	-1.3	3	i	-5	-7	-2
Cc1ccc2[nH]c(=O)c(CN(CCCN3CCOCC3)C(=O)NC3CCCCC3)cc2c1	0.7	2	6	0.8	-1	i	-3	-2	2
Cc1oc(/C=N/NC(=O)CN(c2ccccc2Cl)S(C)(=O)=O)cc1Br	1.1	3	-5	0.3	-2	i	-5	-2	-3
Cc1cc(C)cc(-n2c(C)cc(C(=S)N3CCOCC3)c2C)c1	2.0	7	21	-0.4	-6	i	9	-8	2

# Ordered by molecular weight (rising): part of the list above.
structure	MsrA inh	E coli Lon inh	MLLE-PAM2 inh	Tb MetRS inh	Rin1 Abl inh	Neddyl block	FAS TE block	bovine MsrA act	CSN inh
Cn1c(=O)c2[nH]c(CN3CCCCC3)nc2n(C)c1=O	-1.6	-8	14	-0.1	1	i	-8	2	-6
Nc1ccccc1Nc1cc(-c2ccccc2)nn1-c1ccccc1	0.4	-5	12	0.9	2	i	24	2	3
CN(Cc1ccccc1F)C(=O)CCNC(=O)c1ccc(C(C)(C)C)cc1	-0.7	-6	5	0.1	-1	i	-5	0	-1
Cc1[nH]c2ccccc2c1C(c1ccncc1)N1CCN(c2ccc(F)cc2)CC1 (stereo not drawn)	-1.4	-7	-6	-0.3	-2	i	13	-1	-3
CCCCC[C@@H](C)N1C[C@@H](COCc2ccccc2)Oc2cc(N3CCC[C@H]3C(N)=O)ccc2S1(=O)=O	0.1	3	.	-0.4	.	i	18	1	0

# (cont.)
structure	MsrA inh	E coli Lon inh	MLLE-PAM2 inh	Tb MetRS inh	Rin1 Abl inh	Neddyl block	FAS TE block	bovine MsrA act	CSN inh
CN(C)C(CNC(C(=O)Nc1ccc([N+](=O)[O-])cc1Br)c1ccccc1)c1ccccc1 (stereo not drawn)	0.2	-2	2	-0.8	-3	i	25	3	2
CN(C)/C=C(\C#N)C(=O)Nc1ccccc1	-0.4	-10	6	0.1	0	i	-2	7	-3
CCc1ccccc1NC(=O)Cn1nc(C(F)(F)F)c2c1CCC2	0.5	-3	13	-1.1	1	i	-2	-2	0
Cc1ccc(C)c(CN2CCC(CNC(=O)Nc3ccc(F)c(Cl)c3)CC2)c1	-2.1	16	-10	-1.4	0	i	3	0	4
Cc1cc(COC(=O)C2N3C(=O)[C@@H](NC(=O)COc4ccccc4)[C@H]3SC2(C)C)on1 (stereo partly drawn)	-0.9	-9	12	-0.3	1	i	-5	-2	-2
COc1ccc(/C=C/C(=O)NC(=S)Nc2ccccc2)cc1OC	0.1	1	18	-0.8	-1	i	-1	0	4
Cc1ccccc1C1CC(c2cccs2)=NN1S(C)(=O)=O (stereo not drawn)	1.2	-4	-17	-0.4	1	i	-7	-6	4
Cc1nc2c(c(C)nn2-c2ccccc2)c(C)c1Cl	0.3	-4	5	-0.3	-4	i	13	-2	1
CCCCCNC(=O)C1C(=O)Nc2ccccc2C(=O)N1c1c(C)cccc1C (stereo not drawn)	2.1	.	.	-0.8	.	i	.	.	1
N#CC1=C(N)Oc2c(ccc3ccccc23)C1c1ccsc1 (stereo not drawn)	0.6	-31	-22	-0.1	-2	i	10	2	18
COC(=O)c1cn(C)c2ccc(S(=O)(=O)N3CCCCC3)cc2c1=O	2.2	15	-21	-0.4	0	i	-9	-4	2
FC(F)Oc1ccccc1NC(=S)NCCc1ccccc1	0.2	-1	16	0.5	3	i	11	-2	0
CC1Cc2ccccc2N1CC(=O)Nc1ccc(S(=O)(=O)N(C)C)cc1 (stereo not drawn)	2.0	5	13	0.1	-2	i	4	-4	-4
Cc1cccn2c(=O)c3cc(C(=O)NCCN4CCOCC4)c(=N)n(CCN4CCOCC4)c3nc12	0.8	0	-8	0.0	-3	.	-3	-10	5
CCN1C(=O)c2ccc(C(=O)Nc3cccc(C(=O)O)c3)cc2C1=O	-0.2	0	-8	-0.2	0	i	-3	-2	-3
O=C(Nc1cc(Cl)ccc1-n1cncn1)c1cccc(S(=O)(=O)N2CCOCC2)c1	0.7	-3	7	-0.4	4	i	1	-6	-4
O=C(ON=C1CCN(c2ccc([N+](=O)[O-])cc2)CC1)c1ccccc1	-0.2	5	0	0.1	-4	i	24	0	2
CC(=O)NCC(O)c1ccc([N+](=O)[O-])cc1 (stereo not drawn)	-0.1	1	-6	0.4	3	i	-6	-2	3
COC(=O)c1c(NS(=O)(=O)c2ccc3ccccc3c2)sc2c1CCCC2	1.0	-2	14	-0.3	0	i	22	-2	1
O=c1cc(-c2ccccc2)c2ccccc2[nH]1	0.1	-12	-4	-0.5	3	i	-8	-4	3
CN(C)CCCn1c2c(c(SCC(=O)Nc3nccs3)nc1=O)CCC2	0.7	-7	3	-0.6	-1	i	-12	-6	-1
Cc1cccc2nc(-c3ccco3)oc(=O)c12	1.1	5	-13	-1.0	4	i	6	-5	-2

# Screening results: PubChem BioAssay, several laboratories
